# Screening data as filed in PubChem BioAssay.
# Dengue inhibitors – Dengue virus cytopathic effect inhibitors, cell-based, CPE readout, HTS (AID 540333); Dengue virus CPE inhibition in host cells; stronger effect = higher value; CPE inhibition, % at 20 µM; actives 3.1% (n = 10,000); in the data active = CPE inhibition mostly above about 9.1%, no sharp cut-off; inactive = mostly below about 7.2%
# Active calls of the source: *; i = inactive. A portion of the library; count on the stated rates, not on these rows.
SMILES,Dengue inhibitors
COC(=O)C1=C(c2c(C)noc2C)C[C@@H]2CC[C@H]1N2C(=O)NC1Cc2ccccc2C1,4.9
CNC(=O)Oc1ccc2ncccc2c1,0.2
C[N+]12CCC(CC1)C(=C(c1ccccc1)c1ccccc1)C2,1.6
COc1ccc(CCNC(=O)COC(=O)Cc2ccccc2)cc1,i
O=C(COC(=O)Cc1ccccc1)Nc1cc(S(=O)(=O)N2CCOCC2)ccc1N1CCCC1,1.6
CC(=O)N1CCN(c2ccc([N+](=O)[O-])cc2C=C2C(=O)NC(=O)NC2=O)CC1,i
CCc1ccccc1N1C(=O)/C(=C/c2ccc(N3CCN(C)CC3)o2)C(=O)NC1=S,1.7
CCOC(=O)c1cccc(NC(=O)c2c(O)[nH]c(=O)[nH]c2=O)c1,i
CCC(=NCCc1c[nH]c2ccccc12)c1c(O)n(-c2ccc(C)cc2)c(=O)[nH]c1=O,0.2
O=C(Nc1ccccc1)c1c(O)[nH]c(=O)[nH]c1=O,i
Cc1ccc(C(=O)NC(O)C(Cl)(Cl)Cl)cc1 (stereo unspecified),i
Cc1ccc(N2C(=O)NC(=O)C(CCc3ccncc3)(Cc3cccc(Cl)c3Cl)C2=O)cc1 (stereo unspecified),0.5
CC(C)c1ccc(N2C(=O)NC(=O)/C(=C/C=C/c3ccco3)C2=O)cc1,2.9
Clc1ccc(CNC2CN3CCC2CC3)cc1 (stereo unspecified),3.5
COC(=O)C1=C(c2ccc(F)cc2F)C[C@@H]2CC[C@H]1N2C(=O)NC1CC1,1.6
CC1C(c2cccs2)=[N+]([O-])C(C)(C(=O)c2cccs2)N1O (stereo unspecified),0.4
COC(=O)c1ccc(NC(=O)CSc2nc3ccc(N4C(=O)C5C6C=CC(C6)C5C4=O)cc3s2)cc1 (stereo unspecified),2.5
COC(=O)C1=C(c2ccc(S(C)(=O)=O)cc2)C[C@@H]2CC[C@H]1N2C(=O)NCCO,0.4
N#Cc1c(/N=C/c2ccc(O)cc2O)sc2c1C1CCN2CC1,i
Cc1cccc(N/N=C(\C(N)=O)C2=NC(C)(C)Cc3ccccc32)c1,3.2

# As a short view, some entries already given:
SMILES,Dengue inhibitors
N#Cc1c(/N=C/c2ccc(O)cc2O)sc2c1C1CCN2CC1,i
Cc1cccc(N/N=C(\C(N)=O)C2=NC(C)(C)Cc3ccccc32)c1,3.2

# Seven compounds picked at random from the list so far:
SMILES,Dengue inhibitors
COC(=O)C1=C(c2ccc(S(C)(=O)=O)cc2)C[C@@H]2CC[C@H]1N2C(=O)NCCO,0.4
Cc1ccc(N2C(=O)NC(=O)C(CCc3ccncc3)(Cc3cccc(Cl)c3Cl)C2=O)cc1 (stereo unspecified),0.5
O=C(Nc1ccccc1)c1c(O)[nH]c(=O)[nH]c1=O,i
CC(C)c1ccc(N2C(=O)NC(=O)/C(=C/C=C/c3ccco3)C2=O)cc1,2.9
CCc1ccccc1N1C(=O)/C(=C/c2ccc(N3CCN(C)CC3)o2)C(=O)NC1=S,1.7
CNC(=O)Oc1ccc2ncccc2c1,0.2
COc1ccc(CCNC(=O)COC(=O)Cc2ccccc2)cc1,i
